TCR activator – activates T cell receptor signaling; Potency, µM (series often up to 9.22 µM), for the others: at the top dose activation of IL-2 secretion, actives largely listed as activators; primary human leukocytes, anti-CD3, IL-2 HTRF, 48 h; 330,000 tested, under 10 active; also: % of control where 0% means no effect
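Using a-CD3 beads without co-stimulation, primary human leukocytes were exposed to compounds for 48 hr. An HTRF IL-2 kit measured the cytokine, with europium-to-d2 energy transfer producing emission at 665nm upon 320nm excitation.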
p53 reactivator – mutant p53 re-activation in reporter cells; H1299 p53-A138V BP100-luciferase reporter, luminescence, 24 h; Potency, µM (series often up to 92.2 µM), for the others: top-dose activity change, positive = activation, actives largely listed as activators; actives 0.063% (n = 320,000); AID 504706; also: potency is read from the fitted curve at half-maximal effect; % of control where 0% means no effect; nearly all actives have a fitted effect of over 45% in size
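H1299 (p53-null), stable ts p53-A138V + BP100-Luc; 1000 cells/well, Opti-MEM/10% FBS; cpd 4 pt, 1:5; 24 h, 37 deg C, 5% CO2; detection reagent 10 min RT; luminescence.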
BRCA1 expr up – activators of BRCA1 expression; actives 1.1% (n = 380,000); MCF7-BRCA1-FFLuc reporter, luminescence, 48 h; response scale: scaled: vehicle 0%, 10 µM genistein 100%; AID 624202; Potency, µM (doses to about 46.1 µM), for the others: at the top dose activation, most hits filed as activators; also: potency is read from the fitted curve at half-maximal effect; nearly all actives have a fitted effect of over 80% in size; some results filed as inactive show a strong effect at the top dose
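Using MCF7 cells harboring a BRCA1 firefly luciferase reporter, plated 2 h before compound pinning, the screen measured luminescence after 48 h incubation. Responses were normalized to DMSO and 10 microM genistein, then fitted for concentration-effect.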
a7 integrin act – integrin-mediated muscular dystrophy alleviation activation; alpha7betagal myoblasts, beta-gal FDG fluorescence, 48 h; actives 0.064% (n = 350,000); Potency, µM (top dose mostly 38.3 µM), inactives show at the top dose activation, hits mostly activators; AID 624291;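 also: potency is read from the fitted curve at half-maximal effect; 100% = response of the positive control SU9516; nearly all actives have a fitted effect of over 60% in size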
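Alpha7betagal+/- myoblasts (passage 13) were plated 16-24 hr, then exposed to compounds (1:260 dilution of DMSO stock) for 48 hours at 37C. After MPER lysis, β-galactosidase reporter activity was read as FDG fluorescence (ex 480/em 540) after 30 minutes.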
A-T KAP1 phos – candidate therapy for ataxia-telangiectasia; […] A-T fibroblasts, KAP-1 phosphorylation AlphaLISA; neocarzinostatin DNA damage 30 min before lysis; Potency, µM (titrated, usually from 57.5 µM), for the others: top-dose activation, actives largely listed as activators; actives 0.19% (n = 320,000); also: potency is read from the fitted curve at half-maximal effect; % of control where 0% means no effect; nearly all actives have a fitted effect of over 45% in size
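ATM-like activity read as KAP-1 phosphorylation via AlphaLISA donor/acceptor antibody pairs after lysis and 6 hr at 25C. Cells were ATM-null patient fibroblasts ([…], hTERT), dosed 60 min, then exposed to the DSB inducer NCS for 30 min.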
TRPV1 ag – activates the human vanilloid receptor TRPV1; activation, % at 8.33 µM; AID 540275; TRPV1-expressing cells, Fluo-8 calcium influx, agonist mode; actives 0.19% (n = 320,000); in the data active = activation above about 80%; inconclusive = between about 30% and that limit; also: 0% is about no effect
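Cells expressing TRPV1 were dye-loaded with Fluo-8 and read kinetically: 10 s baseline, 3 min after compound (agonist portion), then 2 min after EC20 capsaicin (allosteric enhancer portion). Calcium-bound dye fluorescence at 480/520 nm.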
MLL CXXC-DNA inh – blocks binding of human MLL CXXC domain to DNA | MLL-CXXC / FITC-HOXA9 DNA fluorescence polarization | actives 0.037% (n = 290,000) | Potency, µM (titrated, usually from 115 µM), for the others: at the top dose activity change, negative = inhibition, usual class: inhibitors; active = well fitted inhibition curve with a large enough effect in the polarisation, with a control signal flat, not every such curve was filed as active; inconclusive = small, poorly fitted or top-dose-only effect, or effect the other way, or a change in a side signal; inactive = no such curve, though single readings can be large or run the other way; the % refers to the polarisation; also: potency is read from the fitted curve at half-maximal effect
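Fluorescence polarization: 7 uM MLL-CXXC (stock) preincubated 5 min with compounds, then 50 nM fluorescein-HOX-A9 DNA (stock) added; 30 min ambient. Buffer 50 mM Tris-HCl pH 7.5, 50 mM NaCl, 1 mM DTT, 0.05% BSA.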
TSG101-PTAP inh – blocks PTAP/TSG101 interaction to inhibit HIV-1 budding. 340,000 tested, under 10 active. Q99816. Fluorescence polarization, FITC-PTAP peptide / Tsg101 binding. Potency, µM (top dose mostly 115 µM), for the others: top-dose activity change, negative = inhibition, actives largely listed as inhibitors; active = well fitted inhibition curve with a large enough effect in the main read-out, with a control signal flat, not every such curve was filed as active; inconclusive = small, poorly fitted or top-dose-only effect, or effect the other way, or a change in a side signal; inactive = no such curve, though single readings can be large or run the other way; also: potency is read from the fitted curve at half-maximal effect; % of control where 0% means no effect
Target sequence (Q99816 whole entry, looked up): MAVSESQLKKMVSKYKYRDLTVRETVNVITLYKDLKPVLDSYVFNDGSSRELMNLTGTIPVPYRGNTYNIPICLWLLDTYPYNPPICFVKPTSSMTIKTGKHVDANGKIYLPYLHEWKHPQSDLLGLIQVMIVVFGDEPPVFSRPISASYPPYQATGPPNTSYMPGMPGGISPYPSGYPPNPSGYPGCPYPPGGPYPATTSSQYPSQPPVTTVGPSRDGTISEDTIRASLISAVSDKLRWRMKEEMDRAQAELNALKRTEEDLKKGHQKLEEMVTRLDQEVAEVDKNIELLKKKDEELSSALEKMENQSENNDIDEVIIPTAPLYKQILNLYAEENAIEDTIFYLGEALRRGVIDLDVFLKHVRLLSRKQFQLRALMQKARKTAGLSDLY
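Steps: Tsg101 binding domain dispensed (10 uM final), compounds pinned in DMSO, FITC-labeled PTAP-motif peptide added (50 nM final); after 20 min binding at room temperature, polarization measured.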
ELG1 DNA repair – ELG1-dependent DNA repair inhibition | HEK293T ELG1-luciferase reporter, luminescence, 16 h; DNA damage induced by 5-fluorouridine | Potency, µM (titrated, usually from 46.1 µM), for inactives: at the top dose activity change, negative = inhibition, actives largely listed as inhibitors | actives 2.3% (n = 330,000); also: potency is read from the fitted curve at half-maximal effect; % is scaled to controls: 0 for no effect and ±100 for the full control effect; nearly all actives have a fitted effect of over 55% in size
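Reporter activity after DNA damage by 5-fluorouridine is monitored. Compound-treated cells incubate 16 hr at 37 °C, then ONE-Glo is added for 30 min before luminescence reading.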
B2AR arrestin – agonists driving beta-arrestin recruitment to human beta2-adrenergic receptor. P07550. beta-arrestin recruitment to beta2AR, cell-based reporter. Potency, µM (top dose mostly 46.1 µM), inactives show at the highest dose activation, hits mostly activators. actives 0.02% (n = 330,000). AID 492947;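 also: potency is read from the fitted curve at half-maximal effect; 0% = DMSO controls and full agonism = EC100 isoproterenol or metaproterenol; nearly all actives have a fitted effect of over 65% in size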
Target sequence (P07550 whole entry, looked up): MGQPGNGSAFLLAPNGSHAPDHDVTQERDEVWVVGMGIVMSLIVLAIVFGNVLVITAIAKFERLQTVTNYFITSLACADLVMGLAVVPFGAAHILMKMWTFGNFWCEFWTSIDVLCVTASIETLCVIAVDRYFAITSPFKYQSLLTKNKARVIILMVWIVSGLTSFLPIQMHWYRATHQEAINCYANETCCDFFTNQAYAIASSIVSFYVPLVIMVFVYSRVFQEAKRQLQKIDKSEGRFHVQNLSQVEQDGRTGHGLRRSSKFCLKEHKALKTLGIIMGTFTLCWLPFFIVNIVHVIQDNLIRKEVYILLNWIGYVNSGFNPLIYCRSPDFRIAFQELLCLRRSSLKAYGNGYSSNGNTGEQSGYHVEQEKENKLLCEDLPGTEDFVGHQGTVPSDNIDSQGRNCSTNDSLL
* marks the source's active call; other numbers are inactive results; ? = inconclusive; / = not tested or not shown; [ ] = remark or other dose. Unless noted, calls follow the shape of the dose curve; as a rule, active = well fitted curve in the direction sought with a large enough effect; inconclusive = small, poorly fitted or top-dose-only effect, or another doubt; inactive = no such curve, though single readings can be large; an effect the other way counts as inactive or inconclusive.

Value order – TSG101-PTAP inh | p53 reactivator | a7 integrin act | TCR activator | A-T KAP1 phos | TRPV1 ag | B2AR arrestin | ELG1 DNA repair | MLL CXXC-DNA inh | BRCA1 expr up
> Cc1ccc(SCC(=O)OCC(=O)N(CC(C)C)c2c(N)n(Cc3ccccc3)c(=O)[nH]c2=O)cc1C
 : -0.5% | -12.3% | -35.0% | -0.6% | -1.8% | -1.6 | 0.3% | -8.0% | / | -20.9%
> CC(=O)Nc1ccc(NC(=O)CSc2nnc(NC(=O)c3ccco3)s2)cc1
 : / | -8.7% | -39.9% | 8.0% | -2.7% | 0.6 | 0.5% | 18.7% | 5.3% | 8.8%
> COc1ccc(NC(=O)N(C)C[C@H]2Oc3c(NS(=O)(=O)c4cn(C)cn4)cccc3C(=O)N([C@H](C)CO)C[C@@H]2C)cc1
 : 0.0% | 7.2% | -11.3% | -5.1% | -1.2% | / | 10.3% | -2.4% | / | -11.0%
> O=C1[C@@H]2C(Cc3ccc(O)cc3)NC3(C(=O)Nc4ccc(F)cc43)[C@@H]2C(=O)N1c1ccc(F)cc1 (stereo partly specified)
 : -4.2% | 0.8% | 14.1% | / | 4.2% | 1.3 | 0.0% | -29.2% | -3.3% | -1.6%
> c1ccc2c(N3CCCCC3)nc(N3CCCCC3)nc2c1
 : -0.4% | 5.5% | 20.2% | -2.5% | 9.0% | -0.4 | -0.2% | -1.1% | -12.7% | -46.9%
> Cn1c(=O)c2cc(S(=O)(=O)Nc3cc(C(=O)O)cc(C(=O)O)c3)ccc2n(C)c1=O
 : -5.6% | -2.5% | 11.1% | 5.1% | -1.4% | -1.0 | -0.2% | ? | -5.6% | -0.9%
> CN1CCCC(OC(=O)COc2ccccc2)C1 (stereo unspecified)
 : -3.9% | 1.1% | 1.5% | -45.4% | 0.5% | -0.7 | 0.1% | -6.5% | 8.7% | 3.6%
> O=C(COC(=O)c1n[nH]c2ccccc12)Nc1ccc([N+](=O)[O-])cc1
 : 1.2% | ? | 14.5% | 1.1%[46.1 µM] | 0.4% | -4.0 | -1.4% | -29.0% | -2.9% | -25.2%
> O=C(Cn1nnc(-c2ccccc2)n1)NNC(=O)c1ccc(Br)cc1
 : -0.2% | 2.6% | 11.0% | -1.1% | -5.7% | 5.0 | -0.9% | 0.4% | ? | 0.0%
> C=CCn1c(=S)sc2c(=O)[nH]cnc21
 : -2.4% | -4.7% | -8.5% | -6.1% | -9.0% | -0.2 | -0.2% | -12.0% | -3.2% | 3.7%
> CC(=O)Nc1ccc(N2C(=O)CSC2c2ccc(F)cc2)cc1 (stereo unspecified)
 : -5.4% | 0.2% | 2.6% | / | 12.9% | -0.6 | -0.1% | 3.2% | -1.7% | -20.8%
> O=C(NNc1ncnc2c1cnn2-c1ccccc1)c1ccco1
 : 0.9% | 15.0% | 11.9% | 1.4% | 2.3% | 0.8 | 0.2% | -4.8% | -5.5% | 2.2%
> Cc1ccc(NC(=O)C23CCC(C)(C(=O)[C@H]2Br)C3(C)C)cc1 (stereo partly specified)
 : -5.5% | -1.2% | 18.3% | 8.8% | 4.1% | -1.3 | 0.0% | ? | 14.6% | -1.5%
> O=C(NCc1ccncc1)c1c(F)c(F)c(F)c(F)c1F
 : -1.7% | -0.8% | -9.0% | -2.5% | -4.4% | 4.4 | -1.4% | 9.6% | -1.1% | 10.1%
> Fc1cnc(N2CCOCC2)nc1N1CCOCC1
 : -3.0% | 2.0% | 7.6% | -1.7% | -3.4% | 1.5 | -0.1% | -0.9% | -2.8% | 0.0%
> CC(C)NC(=O)NC(=O)CSc1ccc(S(=O)(=O)N2CCOCC2)cn1
 : -6.3% | 2.1% | 5.9% | 9.8% | 0.2% | 3.3 | 3.0% | 15.9% | / | -18.9%
> COc1cc(C)c(Br)cc1S(=O)(=O)NCc1ccccc1
 : -3.2% | 1.7% | 18.6% | -5.7% | 3.1% | 15.7 | -0.1% | -2.6% | -8.8% | 25.2%
> CCOC(=O)N1CCC(N(CCCOC)C(=O)Nc2ccc(CC)cc2)CC1
 : -1.6% | -1.0% | -16.1% | -0.8% | 6.5% | 4.8 | -1.4% | -6.4% | 6.5% | 2.2%
> CC(Oc1ccc(Cl)cc1Cl)C(=O)Nc1ccc(S(=O)(=O)Nc2cnc3ccccc3n2)cc1 (stereo unspecified)
 : -10.6% | -3.1% | 3.5% | -1.1% | -2.6% | 0.6 | 0.2% | 26.9% | -17.7% | -10.5%
> Cn1c(=O)n(C/C=C/c2ccccc2)c(=O)c2c1nc1n2CCCN1Cc1ccccc1
 : -6.6% | -0.7% | 4.0% | -0.7% | 6.8% | ? | -0.7% | 20.6µM* | 0.7% | -60.2%
> CC(C)Oc1ccc(C(=O)NCc2cccnc2)cc1
 : -6.9% | 1.8% | 6.3% | 1.8% | 3.4% | 1.4 | -0.7% | 9.6% | 3.2% | 0.1%
> COc1ccc(CN2CCC(N3CC(C)OC(C)C3)CC2)c(OC)c1OC (stereo unspecified)
 : -5.6% | 8.0% | -27.7% | -2.5% | -14.8% | -2.4 | -0.5% | -10.5% | -4.8% | -3.3%
> CN(C)/C=C(\C#N)C(=O)Nc1ccc(F)c(Cl)c1
 : 1.1% | 16.0% | 19.7% | -1.0% | 13.8% | 11.7 | 0.3% | ? | -0.1% | 7.94µM*
> NC(=O)C1CCN(S(=O)(=O)Cc2ccccc2Cl)CC1
 : -3.7% | 0.3% | 52.2% | 0.9% | -0.2% | 0.2 | -0.7% | 9.2% | 2.2% | 3.1%
> CC(C)(C)[C@H]1CCC(=O)N([C@H](CN=[N+]=[N-])Cc2ccccc2)CC1
 : -4.3% | / | -16.1% | 5.6% | 28.8% | 0.7 | -0.3% | -9.4% | -0.8% | -30.4%
> CSc1ccccc1C(=O)N1CCN(S(=O)(=O)c2sc(C(=O)O)c(C)c2C(=O)O)CC1
 : -1.2% | 9.9% | 24.1% | 1.5% | 5.4% | -4.7 | -0.9% | 11.7% | / | 2.4%
> Cc1cccc2sc(NC(=O)C3=NN(c4ccccc4)C(=O)CC3)nc12
 : -4.3% | -15.0% | -13.5% | -1.8%[46.1 µM] | 1.6% | -0.6 | 0.0% | 11.8% | 1.9% | -39.3%
> Cc1nnc(SCC(=O)Nc2c(C)n(C)n(-c3ccccc3)c2=O)n1Cc1ccccc1
 : -3.9% | -3.2% | -0.3% | 2.2% | 0.6% | -0.4 | -0.1% | -4.2% | 1.4% | 0.0%
> CCn1c(SCCC(=O)Nc2ccccc2)nnc1-c1ccc(OC)cc1
 : -1.6% | -2.8% | -13.1% | 3.5% | 0.3% | 1.7 | -0.4% | -8.7% | -3.3% | -5.7%
> CC(C)(C)NC(=O)NC(=O)COC(=O)CNS(=O)(=O)c1ccc(Br)cc1Cl
 : -4.2% | 5.2% | -0.6% | -4.9% | -1.1% | 1.6 | -0.1% | 13.6% | 2.1% | 10.6%
> CCN(CC)C(=O)CSc1nnc(-c2ccccn2)n1-c1ccc(C)c(C)c1
 : -3.5% | -6.3% | 1.5% | -2.2% | 1.5% | 12.5 | -0.9% | -3.4% | -10.6% | -4.3%
> CCCCCC/C(=N/O)c1ccccn1
 : -9.7% | ? | -21.9% | -12.5% | 1.6% | 0.0 | -0.7% | -6.9% | -8.4% | -73.1%
> O=C(Cn1ncn2c(cc3ccccc32)c1=O)NCc1ccco1
 : -1.4% | 4.3% | -38.9% | -22.5% | -2.5% | -3.3 | 0.4% | 10.3% | 8.6% | 5.9%
> O=C(CSc1nncc(=O)[nH]1)Nc1cccc([N+](=O)[O-])c1
 : -6.3% | 7.4% | -44.4% | -1.0% | 3.8% | 3.3 | 0.5% | -13.1% | -5.6% | 4.2%
> O=C1CSC(c2ccccc2F)N1 (stereo unspecified)
 : -0.9% | -2.8% | -23.4% | 10.9% | 2.2% | -1.7 | -0.2% | -16.4% | -5.8% | -2.7%
> CC(=O)Nc1ccc(NCC(O)COc2ccccc2)cc1 (stereo unspecified)
 : -0.8% | -2.2% | -6.0% | -37.6% | -1.5% | -0.3 | -0.4% | 0.1% | 1.9% | 0.1%
> CCN1CCN(C(=O)c2ccc3c(c2)c(C)c(C)n3Cc2ccccc2)CC1
 : -0.9% | ? | -1.1% | / | 1.6% | 6.7 | 0.0% | -8.8% | -5.2% | 9.9%
> O=C(CN1CCN(S(=O)(=O)N2CCOCC2)CC1)Nc1ccc(Cl)c(Cl)c1
 : -2.2% | -7.1% | -69.8%[inhibitor] | 2.8% | -1.4% | -0.1 | -0.1% | ? | -0.9% | -7.5%
> CCOC(=O)C1=C(CC)Nc2ccccc2N=C1NC(=O)c1oc2ccccc2c1C
 : -2.6% | -2.4% | 25.1% | -5.1% | 5.5% | 13.4 | -1.1% | ? | 1.0% | -78.9%
